# Screening results as filed in PubChem.
# Efflux pump inh = inhibitors of Candida antifungal efflux pumps expressed in yeast; S. cerevisiae Candida pump triplex, Nile Red efflux; inhibition, % at 10 µM; hit rate 0.44% among 330,000; AID 485275;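 active means plate passing quality check with inhibition over a set limit, or well fluorescence over plate mean plus 4 SD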;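 further: Nile Red retained in pooled yeast measured as flow cytometry median fluorescence; 0% = buffer negative control and 100% = Enniatin B positive control; higher means more Nile Red kept so more efflux inhibition; some compounds called inactive have numbers as strong as hits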
# Fam108B counter = Fam108B inhibition, counter-screen for RBBP9 inhibitors; hit rate 0.33% among 300,000; recombinant Fam108B, FP-Rh probe fluorescence polarization; inhibition, % at 9.51 µM;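 active means inhibition above the screen mean inhibition plus 3 SD, computed separately per campaign, cut at about 18% in these data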;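 further: inhibitors lower polarization as less probe binds the enzyme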
# CR mimetic SO = yeast age-related superoxide inhibition as caloric restriction mimetic; S. cerevisiae aged cells, superoxide DHE fluorescence; stronger effect = lower value; superoxide response (% of plate mean), % at 10 µM; hit rate 0.18% among 330,000; AID 2690;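 active means superoxide response under a set limit, about three screen SD below normal, cut at about 65% in these data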;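 further: yeast aged for seven days with compound at 30 °C before DHE staining; 100% = average MFI of all compound-treated wells on the plate with controls excluded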
# MCL1-BIM inh = disrupts human MCL1 binding to BIM-BH3 peptide | Q07820 | inhibition, % at 10.9 µM | AID 2057 | hit rate 0.68% among 320,000 | GST-MCL1 / FITC-Bim-BH3 fluorescence polarization;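 active means inhibition above the mean inhibition of all tested compounds plus 3 SD, set per campaign, cut at about 40% in these data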;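 further: 0% = DMSO wells and 100% = unlabeled Bim-BH3 peptide control; higher means more loss of mP so more displacement of Bim peptide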
# Target sequence (Q07820 whole entry, looked up): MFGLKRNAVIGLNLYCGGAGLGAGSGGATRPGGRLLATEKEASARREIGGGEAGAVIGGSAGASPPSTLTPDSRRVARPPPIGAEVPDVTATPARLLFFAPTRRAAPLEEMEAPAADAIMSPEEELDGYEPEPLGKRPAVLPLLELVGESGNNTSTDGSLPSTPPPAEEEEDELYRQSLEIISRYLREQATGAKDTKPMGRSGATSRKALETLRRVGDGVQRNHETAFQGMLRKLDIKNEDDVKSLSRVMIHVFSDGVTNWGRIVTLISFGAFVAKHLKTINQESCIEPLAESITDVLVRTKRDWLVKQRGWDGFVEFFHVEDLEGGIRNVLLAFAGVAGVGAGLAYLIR
# MEX-5 binding = C. elegans MEX-5 TCR-2 RNA binding activity | Q9XUB2 | MEX-5/FITC-TCR2 RNA binding, fluorescence polarization; stronger effect = lower value | activity score (negative = inhibition of binding), % at 10 µM | hit rate 0.38% among 300,000 | AID 1832;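 active means inhibition past about -25% in most replicates, and total fluorescence under double the plate's negative control median, limit read from the data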;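 further: 0% = DMSO and -100% = 5 µM competing unlabeled TCR2 RNA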
# Target sequence (Q9XUB2 whole entry, looked up): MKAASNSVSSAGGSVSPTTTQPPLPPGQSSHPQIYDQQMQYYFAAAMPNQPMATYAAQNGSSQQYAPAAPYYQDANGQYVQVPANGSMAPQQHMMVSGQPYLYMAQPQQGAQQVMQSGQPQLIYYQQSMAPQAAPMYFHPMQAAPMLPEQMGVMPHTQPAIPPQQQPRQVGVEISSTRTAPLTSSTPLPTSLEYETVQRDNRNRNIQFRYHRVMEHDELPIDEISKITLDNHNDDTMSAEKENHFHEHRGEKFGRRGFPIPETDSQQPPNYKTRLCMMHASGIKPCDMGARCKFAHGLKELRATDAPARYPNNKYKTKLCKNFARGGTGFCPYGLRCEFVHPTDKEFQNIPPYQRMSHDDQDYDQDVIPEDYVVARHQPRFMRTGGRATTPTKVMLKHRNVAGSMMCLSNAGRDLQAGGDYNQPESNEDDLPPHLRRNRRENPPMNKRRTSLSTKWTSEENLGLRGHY
# ZTA counter = ZTA (EBV) inhibition in EBNA-1 counter-screen; AID 2234; inhibition, % at 11 µM; ZTA-DNA binding, fluorescence polarization; P03206; hit rate 0.15% among 320,000; in the data active means inhibition above about 33%
# GLD-1 TGE inh = GLD-1-TGE RNA interaction inhibition (C. elegans). purified GLD-1 + fluorescein TGE RNA, fluorescence polarization. inhibition, % at 5.96 µM. Q17339. hit rate 0.44% among 320,000;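 active means percent inhibition above a per-plate cutoff, the plate mean of test compounds plus 3 SD, cut at about 30% in these data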;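 further: 0% = DMSO wells with GLD-1 and probe and 100% = wells lacking GLD-1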
# EBNA-1 inh = blocks EBNA-1 binding to DNA | EBNA-1 DNA binding, fluorescence polarization | hit rate 0.34% among 300,000 | AID 1950 | inhibition, % at 14.8 µM; in the data active means inhibition above about 28%
# BCLXL inh = Bcl-xL (human) inhibition. AID 2129. GST-Bcl-xL / FITC-Bim BH3 peptide fluorescence polarization. hit rate 0.7% among 320,000. Q07817. inhibition, % at 10.9 µM;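 active means inhibition above the mean of all tested compounds plus 3 SD, cutoff set per campaign, cut at about 30% in these data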;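 further: 0% = DMSO wells and 100% = unlabeled Bim-BH3 peptide competitor; inhibitors lower millipolarization by displacing the labeled peptide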
# Target sequence (Q07817 whole entry, looked up): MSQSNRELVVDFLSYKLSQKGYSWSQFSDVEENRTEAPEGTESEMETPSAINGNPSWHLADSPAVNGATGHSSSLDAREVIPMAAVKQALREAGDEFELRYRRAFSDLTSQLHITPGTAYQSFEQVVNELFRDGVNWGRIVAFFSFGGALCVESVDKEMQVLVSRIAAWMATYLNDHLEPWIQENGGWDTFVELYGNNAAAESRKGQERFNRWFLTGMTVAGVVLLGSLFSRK
# Active calls of the source: *; nt = no result given.
SMILES,Efflux pump inh,Fam108B counter,CR mimetic SO,MCL1-BIM inh,MEX-5 binding,ZTA counter,GLD-1 TGE inh,EBNA-1 inh,BCLXL inh
COc1ccc([N+](=O)[O-])c(OC)c1C(=O)NC(=O)Nc1c(F)cc(F)cc1F,-0.2,1.4,105.8,2.6,0.9,9.4,0.2,-0.8,6.7
CC1=CC(C)(C)N(S(=O)(=O)c2ccc(C)cc2)c2ccccc21,-0.1,-5.1,87.4,3.3,2.5,-8.8,0.4,7.3,-1.2
COc1ccc(C(CC(=O)O)NC(C)=O)cc1OC (centres undefined),0.7,4.5,118.9,-9.6,0.9,10.8,-1.1,-3.0,0.0
c1cc(C2OCCN2CC2COC3(CCCC3)O2)ccn1 (centres undefined),-0.2,3.6,89.9,-0.2,1.7,-5.2,3.1,0.6,5.9
O=C(COC(=O)c1cc(=O)[nH]c2ccccc12)c1ccccc1,-0.1,4.0,81.5,-1.4,0.0,-7.7,2.3,-1.4,7.1
COc1ccccc1CCN=C(N)NS(=O)(=O)c1ccc(C)c(C)c1,0.0,-2.1,104.5,5.4,-1.3,6.0,6.5,-2.7,2.5
C=CCOc1ccc(Br)cc1/C=N/O,0.0,3.4,101.7,2.5,-1.0,12.7,7.8,-0.3,5.2
COCC(C)NC(=O)C1CC(c2cccc(Br)c2)=NO1 (centres undefined),0.0,-3.5,105.2,-8.4,0.1,2.2,-1.2,13.1,1.5
NS(=O)(=O)c1ccc(CCNC(=O)C2CC(=O)N(Cc3ccccc3Cl)C2)cc1 (centres undefined),-0.1,nt,102.9,-1.8,nt,0.2,0.8,nt,-2.6
CCOC(=O)N1CCN(C(=O)CSc2ccc(-c3ccccc3)nn2)CC1,0.6,-0.9,107.8,-3.6,-1.8,2.4,-4.5,-3.5,-0.1
N#Cc1cn(Cc2ccccc2)c(=O)[nH]c1=O,-0.1,8.7,106.6,3.4,-0.1,12.5,-2.0,4.2,0.2
COc1cccc(C(=O)NCCSc2c(C)[nH]c3ccccc23)c1OC,0.0,1.9,102.4,-4.5,-1.3,-7.2,-3.3,2.7,0.4
CCOc1cc(C2Nc3ccccc3NC3=C2C(=O)CC(C)(C)C3)ccc1OC(C)=O (centres undefined),-0.2,3.6,92.8,28.5,-2.3,-6.1,2.2,-1.1,11.4
Cn1c(=O)c(C(=O)CSc2nnc(Nc3ccccc3)s2)c(N)n(Cc2ccccc2)c1=O,0.0,-7.6,97.7,-10.2,1.2,-3.3,2.5,35.1*,-2.4
Cc1cc(C)n(-c2nnc(N3CCN(c4ccc(F)cc4)CC3)nn2)n1,-0.1,-0.1,87.9,-0.9,0.4,5.7,5.0,8.5,3.2
CCC(C)(C)NC(=O)C(c1ccc(OC)cc1)N(C(=O)CCC(=O)Nc1cc(C)on1)c1ccccc1F (centres undefined),-0.1,-1.6,104.2,0.7,0.6,-2.6,2.2,-10.6,4.1
CC12CCC(=O)N1C(C(=O)Nc1nc3ccc(F)cc3s1)CS2 (centres undefined),0.0,nt,89.5,4.0,nt,-1.8,2.1,nt,3.5
CCOC(=O)c1c(/N=C/N(C)C)sc(C)c1C,-0.1,1.0,81.7,-6.5,-1.3,-0.4,-1.8,4.3,-0.4
CC(C)(C)C(=O)N1CCc2cc(-c3csc(N)n3)ccc21,-0.2,0.7,87.3,11.7,3.0,-9.9,0.7,3.0,2.5
CC(NC(=O)c1cccnc1)C(c1cccs1)N1CCN(C)CC1 (centres undefined),0.1,-2.5,96.3,4.1,1.7,-16.5,-7.9,1.7,1.3
CCOC(=O)N1CCc2c(sc(NC(=O)c3ccc(S(=O)(=O)N4CCCC4)cc3)c2C#N)C1,0.2,4.8,112.8,-18.4,-0.5,3.8,-5.0,-6.0,-11.0
CC1=C(C(=O)Nc2ccccc2)C(c2ccco2)C(C#N)=C(SCC(N)=O)N1 (centres undefined),-0.2,0.2,101.6,3.0,0.0,-7.1,10.1,-1.5,1.1
Cc1nc2c(C)cccn2c1/C(O)=C1\C(=O)C(=O)N(CCN2CCOCC2)C1c1ccncc1 (centres undefined),0.0,2.3,100.8,5.2,-2.8,0.1,10.5,3.4,8.5
N#Cc1ccc2ccn(CC(=O)NCc3ccccc3)c2c1,-0.2,33.2*,89.1,13.8,-3.1,-15.5,-1.2,5.0,14.5
COc1ccc(CCNC(=O)CSc2ccsc2[N+](=O)[O-])c(OC)c1,0.0,1.5,108.8,11.6,4.0,5.1,1.1,-2.1,7.2

# Reprinted from the part before: 2 entries; new compounds follow.
SMILES,Efflux pump inh,Fam108B counter,CR mimetic SO,MCL1-BIM inh,MEX-5 binding,ZTA counter,GLD-1 TGE inh,EBNA-1 inh,BCLXL inh
N#Cc1ccc2ccn(CC(=O)NCc3ccccc3)c2c1,-0.2,33.2*,89.1,13.8,-3.1,-15.5,-1.2,5.0,14.5
COc1ccc(CCNC(=O)CSc2ccsc2[N+](=O)[O-])c(OC)c1,0.0,1.5,108.8,11.6,4.0,5.1,1.1,-2.1,7.2
CC(C)CCn1c(=O)c2ccccc2n2c(=S)[nH]nc12,-0.1,-0.5,87.8,-26.1,1.5,-8.3,-0.8,12.0,-32.9
Cc1ccc2nc3c(cc(C(=O)NCc4ccco4)c(=N)n3Cc3ccco3)c(=O)n2c1,0.0,0.9,117.5,57.7*,-1.7,-3.4,-0.1,-10.9,30.0
Cc1c(C)c2ccc(OC(C)C(=O)NCCCn3ccnc3)c(C)c2oc1=O (centres undefined),0.0,-0.5,86.1,-2.4,2.8,-1.1,9.3,12.1,1.4
O=C(Nc1ccc(Cl)cn1)c1cccc(S(=O)(=O)N2CCCC2)c1,-0.1,4.2,91.1,8.9,-0.1,-16.4,2.0,-3.6,2.5
N#Cc1cccc(CSc2ncnc(N)n2)c1,0.1,-1.8,110.2,-9.3,2.3,2.3,-9.0,-17.5,3.8
CN(C)c1cc2c(cc1NC(=O)c1ccccc1Cl)n(C)c(=O)n2C,-0.1,6.9,97.6,4.0,0.0,5.7,4.1,12.4,-1.9
CCOC(=O)c1[nH]c(C)c(C(=O)NC(C)(C)C)c1C,0.0,4.0,101.2,6.7,-1.3,24.1,4.3,0.2,4.0
CC(C)NC(=O)c1cc(-c2cccs2)on1,0.0,-1.6,170.9,1.6,nt,13.4,-6.5,3.0,4.0
O=C(c1c[nH]c2ccccc12)C(O)C(c1ccccc1)N1CCOCC1 (centres undefined),-0.1,1.6,82.4,10.3,-1.1,11.3,-0.6,2.4,3.4
c1cncc(C2OCC3(CO2)COC(c2cccnc2)OC3)c1 (centres undefined),-0.1,-2.3,96.9,-1.1,2.0,4.8,2.9,6.2,7.0
Cc1ccc2nc(-c3ccc(NC(=O)c4cccnc4)cc3)oc2c1,0.2,-14.1,116.3,-9.0,-6.9,-6.1,0.3,-8.4,2.2
O=C(NCC1CCCO1)c1ccc(COc2ccc(Br)cc2)cc1 (centres undefined),-0.3,-4.3,94.6,11.0,2.7,-15.3,11.0,-4.4,6.1
COc1ccc(CN(C)C(=O)Cc2ccc(OC)c(S(=O)(=O)N3CCOCC3)c2)cc1,0.0,2.1,105.0,-4.1,-3.2,-10.6,-2.0,-5.7,-1.6
O=C(CC1CCCCC1)NCc1ccccn1,-0.1,1.8,93.7,1.9,-1.2,3.3,0.9,-7.8,1.9
CCOC(=O)C(C)Sc1nc(=O)n2cc(C)ccc2n1 (centres undefined),0.0,-4.2,102.2,-2.2,-5.5,8.8,-2.0,-3.2,7.2
O=C(Nc1ccc(Cl)cc1)Nc1cc([N+](=O)[O-])ccc1F,-0.1,-3.8,95.7,1.4,1.6,10.2,2.2,-6.0,10.0
COCc1ccc(C(=O)N2CCCC(N3CCN(c4ccccc4C)CC3)C2)s1 (centres undefined),0.0,-1.2,108.2,-4.5,-0.8,3.2,11.5,4.0,-2.6
NC(=O)CSc1nnc(Cc2csc(Nc3ccc(F)cc3)n2)n1Cc1ccccc1,-0.1,-1.1,101.3,0.8,1.6,-9.4,5.0,-2.9,4.5
CCn1c(SCC(=O)Nc2ccc(C(C)=O)cc2)nc2nc3c(cc2c1=O)CCCC3,-0.1,-5.3,126.6,4.9,0.5,11.1,-5.6,11.6,4.2
Cc1cc(C)c2cc(C#N)c(SCC(=O)NCC3CCCO3)nc2c1 (centres undefined),-0.3,-3.3,86.9,2.8,3.2,11.4,2.2,4.5,6.8
CCS(=O)(=O)Nc1cc(C(=O)OC)ccc1C(=O)OC,0.0,0.6,101.0,7.6,-0.4,-3.0,0.8,8.6,8.2
Cc1occc1C(=O)NCc1ccccc1F,0.0,2.6,114.6,8.7,-2.1,6.5,12.2,9.5,10.7
O=C1C=C(NCCOC23CC4CC(CC(C4)C2)C3)C2(CCCCC2)O1,0.0,4.6,92.2,1.4,2.1,6.2,5.3,1.1,6.5
Cc1cc(C(=O)Nc2c(C)n(C)n(-c3ccccc3)c2=O)on1,0.1,0.7,101.5,0.4,0.3,-0.4,3.8,-10.9,-0.8
CCc1cc(C(=O)OC)c(NC(=O)CC2Sc3ccc(C(F)(F)F)cc3NC2=O)s1 (centres undefined),1.0,-1.6,95.9,1.6,-3.0,13.6,-7.8,4.8,-0.5

# Three compounds already listed, arranged by the value under Efflux pump inh, ascending:
canonical_smiles,Efflux pump inh
Cc1cc(C)n(-c2nnc(N3CCN(c4ccc(F)cc4)CC3)nn2)n1,-0.1
COCc1ccc(C(=O)N2CCCC(N3CCN(c4ccccc4C)CC3)C2)s1 (centres undefined),0.0
CCc1cc(C(=O)OC)c(NC(=O)CC2Sc3ccc(C(F)(F)F)cc3NC2=O)s1 (centres undefined),1.0

# Remaining list, next part:
SMILES,Efflux pump inh,Fam108B counter,CR mimetic SO,MCL1-BIM inh,MEX-5 binding,ZTA counter,GLD-1 TGE inh,EBNA-1 inh,BCLXL inh
CSc1ccc(NC(=O)Nc2cccn(Cc3ccccc3)c2=O)cc1,0.0,3.4,90.3,0.4,-0.5,1.5,1.8,-11.4,6.1
CN1CCN(C(=O)c2ccc(S(=O)(=O)c3ccc(Br)cc3)cc2)CC1,-0.1,6.7,102.2,1.6,-0.3,2.2,0.6,6.6,4.0
COCCOC(=O)c1[nH]c2c(c1C)C(=O)CC(c1cc(OC)ccc1OC)C2 (centres undefined),-0.4,-3.7,105.0,-7.2,-2.2,5.3,0.7,-0.6,0.2
N#Cc1ccccc1CSc1nc2ccc(NC(=O)c3ccccc3C(=O)O)cc2s1,0.0,-1.0,89.6,4.0,4.0,7.2,-0.2,5.1,8.8
Nc1ccccc1Nc1ccc([N+](=O)[O-])cc1[N+](=O)[O-],0.0,-2.3,104.3,3.3,-4.0,-4.2,-0.2,-12.7,0.5
CC1(C(=O)OCC(=O)Nc2ccccc2Cl)CC1(Cl)Cl (centres undefined),-0.1,1.0,86.4,3.0,-0.4,2.7,-0.9,7.7,1.2
O=C(Nc1ccccc1C(=O)O)c1cc(S(=O)(=O)N2CCCCCC2)ccc1Cl,0.1,0.2,131.0,2.4,3.1,19.7,-1.9,7.9,4.7
Cc1cc(C)c2c(=O)c3c(oc2c1)C(=O)N(CCO)C3c1cccc(O)c1 (centres undefined),-0.1,0.2,89.0,-1.1,2.1,7.2,5.7,7.3,3.6
Cc1ccccc1NC(=O)NC1(C(=O)NCc2ccco2)CCCCC1,-0.1,0.5,102.0,-3.0,0.7,6.7,4.9,-1.1,1.7
COCc1cc(C)nc(OCC(=O)N/N=C/c2ccc(OC)c(O)c2)c1C#N,0.0,-1.2,91.0,3.0,-1.2,4.3,-1.7,-5.4,-3.5
CCCS(=O)(=O)N1CCN=C1SCc1ccc(C)cc1,-0.1,2.7,105.1,4.0,0.8,9.4,0.7,-5.0,1.9
